IP6K1 inh: inhibitors of human IP6K1. Q92551. IP6K1 kinase, ADP-Glo luminescence, 2 h; stronger effect = lower value. activity change, % (series mostly up to about 58 µM). actives 0.81% (n = 140,000). AID 1645851; in the data active = activity change below about -25%
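ADP-Glo luminescence measures ADP made by human IP6K1 during a 2 h RT reaction with ATP/IP6 (mix at 1.3 mM/130 uM); top library doses 57.5 and 19.1 uM final.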
Luciferase inh: Photinus pyralis luciferase inhibition | P08659 | purified P. pyralis luciferase, luminescence, biochemical | Potency, µM (series often up to 115 µM), inactives show at the top dose activity change, negative = inhibition, usual class: inhibitors | actives 2.5% (n = 76,000); also: potency is read from the fitted curve at half-maximal effect; nearly all actives have a fitted effect of over 65% in size
Target sequence (P08659 whole entry, looked up): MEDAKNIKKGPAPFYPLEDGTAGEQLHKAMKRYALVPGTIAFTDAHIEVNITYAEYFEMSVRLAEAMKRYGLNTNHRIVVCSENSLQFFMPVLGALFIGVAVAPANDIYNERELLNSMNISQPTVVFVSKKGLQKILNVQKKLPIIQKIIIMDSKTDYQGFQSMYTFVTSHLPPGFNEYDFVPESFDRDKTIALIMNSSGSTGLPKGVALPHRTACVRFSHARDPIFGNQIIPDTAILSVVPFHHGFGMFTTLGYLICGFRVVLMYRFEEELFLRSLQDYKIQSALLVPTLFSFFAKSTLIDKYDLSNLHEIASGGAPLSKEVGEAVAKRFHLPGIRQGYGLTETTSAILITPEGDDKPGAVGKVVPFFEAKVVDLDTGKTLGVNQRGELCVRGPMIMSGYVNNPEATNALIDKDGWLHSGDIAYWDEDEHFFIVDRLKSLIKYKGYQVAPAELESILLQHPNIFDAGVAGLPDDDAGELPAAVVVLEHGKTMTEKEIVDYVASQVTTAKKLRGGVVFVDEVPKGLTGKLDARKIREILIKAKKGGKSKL
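Purified 10nM P. pyralis luciferase with 10uM D-luciferin and 10uM ATP in 50mM Tris acetate pH 7.5, 10mM Mg acetate, 0.01% Tween-20, 0.05% BSA. qHTS titration; luminescence read by CCD imager.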
3T3 cytotox: NIH 3T3 cell cytotoxicity; NIH 3T3 viability, CellTiter-Glo ATP luminescence, 48-72 h; Potency, µM (doses to about 96.7 µM), for inactives: at the top dose activity change, negative = cytotoxicity, most hits filed as inhibitors; actives 4.3% (n = 94,000); also: potency is read from the fitted curve at half-maximal effect; nearly all actives have a fitted effect of over 55% in size
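ATP-dependent luminescence (CellTiter-Glo) served as the viability signal for NIH 3T3 cells treated with compound for 48 or 72 hr at 37 °C.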
HEK293 viab: reduces viability of HEK-293 SNCA reporter cells; HEK-293-SNCA-luc viability, GF-AFC fluorescence, 24 h; AID 1671193; actives 0.12% (n = 150,000); Potency, µM (series often up to 57.1 µM), inactives show at the top dose activity change, negative = cytotoxicity, most hits filed as cytotoxic;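 also: potency is read from the fitted curve at half-maximal effect; 0% = DMSO-treated cells and -100% = medium-only wells without cells; nearly all actives have a fitted effect of over 30% in size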
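Cytotoxicity counterscreen: after 24 h compound treatment of genome-edited SNCA-luciferase HEK-293 cells, live-cell protease substrate GF-AFC read by fluorescence after 30 min; activity scaled between DMSO (0%) and medium-only (-100%), curves Hill-fitted.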
SNCA expr inh: inhibitors of alpha-synuclein (SNCA) gene expression; Potency, µM (doses to about 57.2 µM), without a hit: at the top dose activity change, negative = inhibition, actives largely listed as inhibitors; actives 0.17% (n = 140,000); HEK-293 SNCA-luciferase knock-in, luminescence, 24 h;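 also: potency is read from the fitted curve at half-maximal effect; plate controls were DMSO cells for no effect and cell-free wells for full effect; nearly all actives have a fitted effect of over 45% in size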
GPT2 inh: blocks human glutamate pyruvate transaminase 2 | Recombinant GPT2, coupled pyruvate oxidase/HRP Amplex Red fluorescence | Potency, µM (top dose mostly 57.7 µM), without a hit: at the top dose activity change, negative = inhibition, hits mostly inhibitors | actives 0.25% (n = 100,000); also: potency is read from the fitted curve at half-maximal effect; nearly all actives have a fitted effect of over 60% in size; many of its hits are not listed in these tables
Target sequence (Q8TD30 whole entry, looked up): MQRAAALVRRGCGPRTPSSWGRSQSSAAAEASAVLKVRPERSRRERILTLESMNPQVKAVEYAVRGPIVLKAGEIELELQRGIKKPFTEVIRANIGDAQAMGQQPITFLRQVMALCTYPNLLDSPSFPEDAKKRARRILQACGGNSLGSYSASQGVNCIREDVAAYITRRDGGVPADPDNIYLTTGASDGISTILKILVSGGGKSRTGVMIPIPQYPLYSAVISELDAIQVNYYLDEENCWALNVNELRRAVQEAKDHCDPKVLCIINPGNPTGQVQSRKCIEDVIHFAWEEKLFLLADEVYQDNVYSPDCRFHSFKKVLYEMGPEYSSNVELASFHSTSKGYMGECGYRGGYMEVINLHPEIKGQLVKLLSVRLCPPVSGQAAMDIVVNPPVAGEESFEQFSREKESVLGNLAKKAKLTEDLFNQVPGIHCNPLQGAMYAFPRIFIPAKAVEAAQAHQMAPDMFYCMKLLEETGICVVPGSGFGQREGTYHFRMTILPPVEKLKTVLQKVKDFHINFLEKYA
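GPT2 10ng/uL, a-KG 250uM, L-Ala 2mM, HEPES pH7.5 + 0.0001% Tween; 30 min RT. Then Amplex mix (PO/HRP/ThPP), 30 min RT dark, fluorescence. AOA 50uM used as positive control.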
HEK cytotox: kills HEK 293 cells; HEK 293 viability, ATP luminescence (CellTiter-Glo), 48-72 h; Potency, µM (top dose mostly 115 µM), for the others: at the top dose activity change, negative = cytotoxicity, most hits filed as inhibitors; actives 6.6% (n = 94,000); also: potency is read from the fitted curve at half-maximal effect; nearly all actives have a fitted effect of over 60% in size
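Cells seeded first (HEK 293, 250 cells/well), then compound added by pintool. Incubation ran 48 or 72 hr at 37 degree Celsius. CellTiter-Glo was added and luminescence imaged after 10 min at room temperature.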
An asterisk follows results filed as active; i = inactive; ? = inconclusive; . = no result given; [ ] = dose if it differs, or a comment. Unless noted, calls follow the shape of the dose curve; as a rule, active = well fitted curve in the direction sought with a large enough effect; inconclusive = small, poorly fitted or top-dose-only effect, or another doubt; inactive = no such curve, though single readings can be large; an effect the other way counts as inactive or inconclusive. Unless noted, % is scaled to controls: 0 for no effect and ±100 for the full control effect. Rows are unselected; overall some 7.8% were active at least once.

| No. | canonical_smiles | IP6K1 inh | Luciferase inh | 3T3 cytotox | HEK293 viab | SNCA expr inh | GPT2 inh | HEK cytotox |
| --- | --- | --- | --- | --- | --- | --- | --- | --- |
| 1 | NCCn1cc(C(=O)N(Cc2ccccn2)CC2CCCO2)nn1 (configuration not stated) | 19 | 4% | -8% | -11% | -25% | i | -13% |
| 2 | CCn1nc(C)c(-c2cc(C(=O)N3CCC(CCOc4ccccc4OC)C3)no2)c1C (configuration not stated) | 4 | 23% | ? | -17% | ? | -2% | 45µM* |
| 3 | CC1(C(=O)N2CCC(Cc3ccccc3)CC2)CCOCC1 | -4 | . | -17%[138 µM] | -3%[87.6 µM] | -12%[87.6 µM] | 1%[88.5 µM] | ? |
| 4 | COc1cncc(Nc2ncc(-c3ccccc3OC)c3c2OCC3)c1 | -23 | -15%[172 µM] | 71µM* | -15%[87.6 µM] | 83%[activator][87.6 µM] | -14%[88.5 µM] | ? |
| 5 | CNC(=O)[C@H]1C[C@H](Oc2cccnc2)CN1S(=O)(=O)c1cccc(OC)c1 | 16 | -5% | i | 0% | 8% | i | -2% |
| 6 | O=C(Cn1nc2c(cc1=O)CCCC2)Nc1nnc(C2CCC2)s1 | 2 | 1% | 5% | 7% | -9% | i | i |
| 7 | Cc1ccc(C(=O)NC2CC(c3nnc(CN(C)C)n3C)C2)s1 (configuration not stated) | -4 | 5% | -21% | -2% | -16% | -20% | -1% |
| 8 | O=C(NC1CCCN(c2nc3ncccc3o2)C1)c1ccc(Cl)nc1 (configuration not stated) | 15 | -13% | ? | 16% | 40%[activator] | 3% | -16% |
| 9 | CC[C@@H]1[C@H]2CCCCN3C(=O)C[C@H]([C@@H]4[C@H]1OC(=O)[C@H]4C)[C@@H]23 | 9 | . | . | 0% | . | i | . |
| 10 | COc1ccc(-c2cccc(C(=O)N3CCC(NC(=O)c4cccnc4)CC3)c2)nn1 | 3 | . | -4% | . | . | . | 3% |
| 11 | CS(=O)(=O)c1ccc(CN[C@@H]2CO[C@H](CNC(=O)Nc3ccccc3)[C@H]2O)cc1 | 15 | 4%[172 µM] | -4%[174 µM] | 2%[87.6 µM] | 6%[87.6 µM] | -8%[88.5 µM] | 1%[172 µM] |
| 12 | Cc1cccc(OC(=O)c2cc(-c3ccc4c(c3)OCCO4)on2)c1 | 19 | . | . | 14% | 29% | . | . |
| 13 | COc1ccc(NC(=O)Cn2c(=O)n(CCC(=O)NCC3CCCO3)c(=O)c3cc(OC)c(OC)cc32)cc1 (configuration not stated) | -3 | . | . | -13% | 1% | . | . |
| 14 | CCCSCCCNC(=O)c1ccc2c(c1)nc1n2CCCCC1 | -7 | . | . | 13% | 77%[activator] | . | . |
| 15 | CCOC(=O)N1CCN(CCC(=O)Nc2cc(C)ccc2C)CC1 | -14 | . | . | 2% | -26% | . | . |
| 16 | O=C1CCN(C(=O)C2CCN(C(=O)C3CCCC3)CC2)CCCCCCN1 | -10 | 4% | -8% | 1% | -15% | i | -1% |
| 17 | COc1ccc(NC(=O)[C@@H]2C[C@@H](c3cccc(C(F)(F)F)c3)N(Cc3cnn(C)c3)C2)cn1 | 1 | 11% | ? | -3% | -17% | 1% | ? |
| 18 | CC(C)=CCC1(CO)CCCN(c2ccnc(N)n2)C1 (configuration not stated) | 0 | 2% | -6% | 0% | -9% | 1% | ? |
| 19 | O=C(/C=C/c1ccc(O)cc1)OCC1OC(O)C(OC2OC(CO)C(O)C(O)C2O)C(O)C1O (configuration not stated) | -2 | . | . | 4%[23.9 µM] | . | i | . |
| 20 | O=C(OCc1ccccc1)c1ccccc1 | -7 | . | . | -36%[23.9 µM] | -21%[25.6 µM] | i | . |
| 21 | CCCC1(CO)CCCN(Cc2cn3ccc(C)cc3n2)C1 (configuration not stated) | 8 | 1% | -9% | 1% | 24% | i | -16% |
| 22 | O=C(Cc1c[nH]c2ncc(-c3ccccc3)cc12)N1CCCC1 | -13 | -15%[172 µM] | ? | -19%[87.6 µM] | -20%[87.6 µM] | -27%[88.5 µM] | ? |
| 23 | COc1ccc(-c2onc(C)c2C(=O)N[C@@H](C)c2ccc(OC)cc2)cc1 | 21 | -8% | -19% | -5% | -1% | i | ? |
| 24 | CN(Cc1cccnc1)c1nc2c(c(=O)[nH]1)CCN(Cc1ccc(C#N)cc1)CC2 | 1 | 6% | -10% | 4% | -3% | i | -1% |
| 25 | CC(C)CNC(=O)c1ccc2c(c1)C1(CCCN(CC3CC3)C1)CN2C (configuration not stated) | 18 | -5%[172 µM] | -4%[138 µM] | -2%[87.6 µM] | -28%[87.6 µM] | -12%[88.5 µM] | ? |
| 26 | O=C(Nc1c(C(=O)N2CCN(c3ccccc3F)CC2)oc2ccccc12)c1cccc(F)c1 | 11 | . | . | 14% | -15% | . | . |
| 27 | COc1ccc(Nc2nc(-c3ccccc3F)no2)cc1OC | 8 | 2.2µM* | ? | -9% | 75%[activator] | i | ? |
| 28 | O=C(NCCc1ccccc1)N1CCC(c2noc(-c3cnccn3)n2)C1 (configuration not stated) | -6 | 10% | i | -4% | 12% | -3% | 6% |
| 29 | O=C(c1ccc(-c2cccs2)cc1)N1CCC(C(=O)N2CCOCC2)CC1 | -7 | . | ? | . | . | . | ? |
| 30 | COCCc1nncn1C1CCN(C(=O)c2cc(C)cc(C)c2)CC1 | 4 | 5% | -27% | -5% | -18% | i | -6% |
| 31 | CC(C)(C)OC(=O)N1CCC(c2c(C(=O)NCCN3CCC(Cc4ccccc4)CC3)cnn2-c2ccccc2)CC1 | 11 | . | . | ? | ? | . | . |
| 32 | CCCCN1C(=O)[C@@H]2C[C@@H](O)CN2C2(CN(Cc3ccc(F)cc3)C2)C1=O | -4 | 1%[172 µM] | -7%[174 µM] | -10%[87.6 µM] | -3%[87.6 µM] | -3%[88.5 µM] | 3%[172 µM] |
| 33 | CCc1nc(C)ccc1OCC(=O)NCC1COc2cc(OC)ccc2C1 (configuration not stated) | 6 | 0% | ? | -7% | -11% | 3% | 0% |
| 34 | O=C(Nc1ccc(Br)cc1F)c1cc(S(=O)(=O)NC2CCCCC2)ccc1F | 15 | . | . | -5% | 25% | . | . |
| 35 | CCOC(=O)c1ccc(N2C(=O)c3n[nH]c(-c4ccco4)c3C2c2ccc(F)cc2)cc1 (configuration not stated) | -4 | . | . | ? | ? | . | . |
| 36 | CS(=O)(=O)N1CCC(C2CCN(C(=O)NCCc3ccccc3)C2)CC1 (configuration not stated) | 22 | 3% | -13% | 4%[12.5 µM] | 11% | 2% | 0% |
| 37 | COc1ccc(C(=O)N2CCCN(c3cc(-c4ccc(C)c(C)c4)[nH]n3)CC2)c(OC)n1 | -3 | -1% | ? | 1% | -9% | -31% | ? |
| 38 | CN1CCC(Nc2nccc(C3(c4ccccc4Cl)CCNCC3)n2)CC1 | 1 | -2% | -20% | -13% | -5% | ? | -23% |
| 39 | COCCn1cc2c3c(cccc31)CN(C(=O)CCc1ccccc1OC)CC2 | -4 | 4% | ? | 9% | 10% | i | ? |
| 40 | CC1=C[C@@H](CNC2CCOCC2)[C@H](C(C)C)C[C@H]1Cc1nc2ccc(Cl)cc2[nH]1 | 12 | 7%[172 µM] | 100µM* | -25%[87.6 µM] | 5%[87.6 µM] | ? | ? |
| 41 | N#Cc1cccc(C(=O)N2CCC3(CC2)CC(CO)N(C(=O)c2ccccc2)C3)c1 (configuration not stated) | -9 | -7% | 0% | -4% | -3% | -3% | -21% |
| 42 | COCCn1c(C)cc(O)c(C(c2ccc(Cl)cc2)N2CCCCC2)c1=O (configuration not stated) | 6 | . | . | -3% | -8% | . | . |
| 43 | Cc1ccc(NC(=O)C(=O)c2cc(C)n(-c3ccc(F)cc3)c2C)cc1C | -10 | . | . | 4% | 128%[activator] | . | . |
| 44 | CCOc1ccc(S(=O)(=O)N2CCN(c3ccccc3)CC2)cc1C(N)=O | 5 | . | . | 8% | 4% | . | . |
| 45 | COc1cccc(NC(=O)NC[C@@H]2C=C(C)[C@H](CC(=O)N3CCN(c4ccccn4)CC3)C[C@H]2C(C)C)c1 | 5 | 6% | ? | ? | ? | -6% | ? |
| 46 | Cc1ccc(Cl)cc1NC(=O)N1CC(C(=O)N(C)C)C2(CCOCC2)C1 (configuration not stated) | 14 | -5% | -15% | 4% | 37%[activator] | ? | -7% |
| 47 | O=C(NCCc1ccccc1)c1cnc2sc(N3CCOCC3)nn2c1=O | 30 | . | . | 6% | -1% | . | . |
| 48 | CCC(=O)OC1=CN(Cc2ccccc2)S(=O)(=O)c2ccccc21 | -17 | . | . | -1% | -18% | . | . |
| 49 | O=C(COc1ccccc1-c1nc(-c2ccccc2)no1)Nc1ccc([N+](=O)[O-])cc1 | -9 | . | . | 13% | 1% | . | . |

Filtered by structure: the entries above containing sulfur.
| No. | canonical_smiles | IP6K1 inh | Luciferase inh | 3T3 cytotox | HEK293 viab | SNCA expr inh | GPT2 inh | HEK cytotox |
| --- | --- | --- | --- | --- | --- | --- | --- | --- |
| 5 | CNC(=O)[C@H]1C[C@H](Oc2cccnc2)CN1S(=O)(=O)c1cccc(OC)c1 | 16 | -5% | i | 0% | 8% | i | -2% |
| 6 | O=C(Cn1nc2c(cc1=O)CCCC2)Nc1nnc(C2CCC2)s1 | 2 | 1% | 5% | 7% | -9% | i | i |
| 7 | Cc1ccc(C(=O)NC2CC(c3nnc(CN(C)C)n3C)C2)s1 (configuration not stated) | -4 | 5% | -21% | -2% | -16% | -20% | -1% |
| 11 | CS(=O)(=O)c1ccc(CN[C@@H]2CO[C@H](CNC(=O)Nc3ccccc3)[C@H]2O)cc1 | 15 | 4%[172 µM] | -4%[174 µM] | 2%[87.6 µM] | 6%[87.6 µM] | -8%[88.5 µM] | 1%[172 µM] |
| 14 | CCCSCCCNC(=O)c1ccc2c(c1)nc1n2CCCCC1 | -7 | . | . | 13% | 77%[activator] | . | . |
| 29 | O=C(c1ccc(-c2cccs2)cc1)N1CCC(C(=O)N2CCOCC2)CC1 | -7 | . | ? | . | . | . | ? |
| 34 | O=C(Nc1ccc(Br)cc1F)c1cc(S(=O)(=O)NC2CCCCC2)ccc1F | 15 | . | . | -5% | 25% | . | . |
| 36 | CS(=O)(=O)N1CCC(C2CCN(C(=O)NCCc3ccccc3)C2)CC1 (configuration not stated) | 22 | 3% | -13% | 4%[12.5 µM] | 11% | 2% | 0% |
| 44 | CCOc1ccc(S(=O)(=O)N2CCN(c3ccccc3)CC2)cc1C(N)=O | 5 | . | . | 8% | 4% | . | . |
| 47 | O=C(NCCc1ccccc1)c1cnc2sc(N3CCOCC3)nn2c1=O | 30 | . | . | 6% | -1% | . | . |
| 48 | CCC(=O)OC1=CN(Cc2ccccc2)S(=O)(=O)c2ccccc21 | -17 | . | . | -1% | -18% | . | . |
